Peg3 imprint = induces erasure of genomic imprints in mouse ES cells; actives 0.02% (n = 110,000); mouse ES Peg3-LacZ reporter, beta-gal luminescence, 40 h; Potency, µM (series often up to 60.7 µM), inactives show top-dose activity change, positive = activation, usual class: activators; AID 1948;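 note: 0% = negative control wells on the plate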
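Readout: BetaGlo luminescence (5 min, room temp) for LacZ from the normally silent maternal Peg3 allele in female Peg3LacZ-Neo ES cells. Cells 300/well, 40 h, 37C, 5% CO2. Data normalized per plate to negative controls.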
p53ts 32C kill = p53ts cell cytotoxicity, permissive temperature; H1299-p53A138V at 32C, ATP luminescence viability, 24 h; Potency, µM (titrated, usually from 46.1 µM), without a hit: at the top dose activity change, negative = cytotoxicity, actives largely listed as cytotoxic; actives 0.93% (n = 130,000);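 note: 0% = DMSO and -100% = full killing by reference compound; nearly all actives have a fitted effect of over 55% in size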
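Cells: H1299 p53ts (A138V), 600/well, pre-incubated 16–30 h at 37C. Cpd up to 46 uM, 24 h, 32C. Readout: ATPlite luminescence, 20 min RT. Normalization: DMSO vs tamoxifen 100 uM. AC50 by Hill equation.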
IkB sig inh = IkB pathway inhibition in ABC-DLBCL cells; ABC-DLBCL IkBa-CBG/CBR dual luciferase ratio, 4 h; response scale: scaled: untreated 0%, proteasome inhibitor 100%; Potency, µM (titrated, usually from 57.1 µM), for the others: top-dose IkBa stabilization activation; actives 0.04% (n = 110,000); AID 445; active = well fitted curve in the direction sought with a large enough effect in the signal ratio, not every such curve was filed as active; inconclusive = small, poorly fitted or top-dose-only effect, or a change in a side signal; the % refers to the signal ratio;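 note: the direction sought is a rising ratio; 0% = basal untreated cells and 100% = reference inhibitor full response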
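Luminescence ratio of IκBα-fused green versus native red beetle luciferase in OCI-Ly3 cells, 4 h post-doxycycline with compound; red signal alone, scaled from basal (0%) to zero light (-100%), flagged nonspecific or cytotoxic effects.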
p53ts 39C tox = kills p53ts cells at the nonpermissive temperature. H1299-p53A138V viability at 39C, ATP luminescence, 24 h. Potency, µM (highest dose often 46.1 µM), inactives show top-dose activity change, negative = cell killing, hits mostly cytotoxic. actives 1.5% (n = 130,000); note: nearly all actives have a fitted effect of over 55% in size
An asterisk follows results filed as active; ? = inconclusive; · = no result given; & = joins results of further samples; [ ] = dose if it differs, or a comment. Unless noted, calls come from the whole dose curve; as a rule, active = well fitted curve in the direction sought with a large enough effect; inconclusive = small, poorly fitted or top-dose-only effect, or another doubt; inactive = no such curve, though single readings can be large; an effect the other way counts as inactive or inconclusive. Unless noted, % is set by controls: 0 for no effect and ±100 for the full control effect; potency is the fitted concentration of half-maximal effect.

nr	Compound	Peg3 imprint	IkB sig inh
1	COC(=O)c1ccc(C2C3=C(Nc4nnnn42)c2ccccc2OC3)cc1 (stereo not drawn)	-23%	?
2	Cc1cccc(CNc2ccnc(-c3ccccc3Cl)n2)c1	-10%	-0.2%[11.4 µM]
3	CCOC(=O)C(C)Sc1nc(-c2ccc(OC)cc2)nc2c1c(=O)n(C)c(=O)n2C (stereo not drawn)	1%	2.4%
4	CCOc1ccccc1CNC(=O)c1cccn1-c1nnc(N2CCCC2)s1	-11%[10.9 µM]	-0.6%
5	CO[C@H]1COC(=O)C/C=C\[C@H](C)[C@H](OC)COC(=O)[C@@H](C)COC(=O)C/C=C\[C@@H]1C	·	·
6	O=C(CSc1nnnn1Cc1ccccc1)c1ccccc1	-13%	-0.4%
7	COC(=O)c1c(-c2cccs2)csc1NC(=O)c1ccc(Br)cc1	-14%[10.9 µM]	?
8	O=C(c1ccco1)N(Cc1cccnc1)c1nc2ccc(F)cc2s1	-18%[10.9 µM]	-0.1%

nr	p53ts 32C kill	p53ts 39C tox
1	0%	-10%
2	-5%	-22%
3	-1%	-5%
4	-2%	-8%
5	3%&3%[9.22 µM]	17%&6%[9.22 µM]
6	10%	-8%
7	-6%	-22%
8	-7%	-4%

Other entries:
nr	Compound	Peg3 imprint	IkB sig inh
9	O=C(NCC1CCCO1)C1CCN(S(=O)(=O)c2cccnc2)CC1 (stereo not drawn)	-7%	-1.3%
10	COC(=O)c1c(N)n(-c2cc(Cl)cc(Cl)c2)c2nc3ccccc3nc12	1%[10.9 µM]	1.2%
11	O=C(CSc1nnc(CNC(=O)c2c(F)cccc2Cl)o1)Nc1cccc(F)c1	3%[10.9 µM]	-4.2%
12	COc1ccc(OC)c(Nc2nc(-c3ccc(C)cc3)nc3ccccc23)c1	-8%[10.9 µM]	?
13	CCc1ccccc1N1CC23C=CC(O2)C(C(=O)O)C3C1=O (stereo not drawn)	1%	-3.8%
14	COc1ccc(OCC(=O)OCCN2C(=O)c3ccccc3C2=O)cc1	-2%	0.4%
15	CCC(C)(C)n1nnnc1C(CC(C)C)N1CCC(C(N)=O)CC1 (stereo not drawn)	5%	1.2%
16	COC(=O)c1c(NC(=O)c2nc(SCc3ccc(C)cc3)ncc2Cl)sc2c1CCCC2	-2%[10.9 µM]	1.0%

nr	p53ts 32C kill	p53ts 39C tox
9	7%	-2%
10	-5%	-10%
11	14%	-4%
12	-4%	15%
13	0%	14%
14	12%	-5%
15	7%	4%
16	8%	4%

Single entries from above.
`O=C(CSc1nnnn1Cc1ccccc1)c1ccccc1` in IkB sig inh is listed with -0.4%
`COc1ccc(OCC(=O)OCCN2C(=O)c3ccccc3C2=O)cc1` in p53ts 32C kill is listed with 12%
`CCC(C)(C)n1nnnc1C(CC(C)C)N1CCC(C(N)=O)CC1` (stereo not drawn) in p53ts 32C kill is listed with 7%
`COC(=O)c1c(N)n(-c2cc(Cl)cc(Cl)c2)c2nc3ccccc3nc12` in p53ts 32C kill is listed with -5%
`O=C(NCC1CCCO1)C1CCN(S(=O)(=O)c2cccnc2)CC1` (stereo not drawn) in p53ts 32C kill is listed with 7%

Going on with the list.
nr	Compound	Peg3 imprint	IkB sig inh
17	O=C(CSc1nnc2scc(-c3ccccc3)n12)Nc1ccc(Cl)cc1	-14%[10.9 µM]	?
18	Cc1cc(C(=O)OCC(=O)NC(=O)NC(C)(C)C)c(C)o1	-10%	7.2%
19	O=c1c2ccccc2nc(COc2ccccc2)n1/N=C/c1c[nH]c2ccccc12	·	·
20	CCOc1cccc(C2C(C#N)=C(N)Oc3cc(C)n(Cc4ccccn4)c(=O)c32)c1OCC (stereo not drawn)	-9%	0.9%
21	CCOc1ccc2nc(SCC(=O)NCc3ccco3)sc2c1	-14%	-2.9%
22	COc1cc(NC(=O)Cc2noc3ccccc23)cc(OC)c1OC	-10%[10.9 µM]	?
23	COCC(=O)OCn1nnc2ccccc2c1=O	-5%	-0.2%
24	C[C@](N)(Cc1ccc(O)c(O)c1)C(=O)O	-15%&-19%	0.3%

nr	p53ts 32C kill	p53ts 39C tox
17	-16%	-7%
18	10%	-5%
19	-18%	-10%
20	3%	9%
21	0%	-8%
22	17%	-7%
23	-1%	4%
24	6%	11%

Next part:
nr	Compound	Peg3 imprint	IkB sig inh
25	CCN1C(=O)[C@H]2[C@H]3[C@H](O)[C@H](O)C/C(=N/OC)[C@@H]3CC[C@@H]2C1=O	·	·
26	c1ccc(-c2nc3ccccc3c3nncn23)cc1	·	-2.9%
27	CCN1CCN(c2nc3sc4c(c3c3ncnn23)CC(C)CC4)CC1 (stereo not drawn)	-8%	-5.1%
28	Cc1cccc(CSc2ncc(Cl)c(C(=O)Nc3sc4c(c3C#N)CCCC4)n2)c1	-6%[10.9 µM]	-1.2%
29	N=c1n(CCN2CCCCC2)c2ccccc2n1CC(O)c1cccc(Br)c1 (stereo not drawn)	-2%	3.7%
30	CCC/C=C(\CCC)C(NC(=O)OCC(C)C)c1ccccc1 (stereo not drawn)	1%	·
31	CCOC(=O)C1CCCN(C(=O)Cn2nc(C)n3c(cc4c(OC)cccc43)c2=O)C1 (stereo not drawn)	-4%[10.9 µM]	?
32	Cc1nn(C)c(C)c1S(=O)(=O)N(CC(=O)NCc1ccco1)c1ccc(C(C)C)cc1	-15%	-0.2%

nr	p53ts 32C kill	p53ts 39C tox
25	4%[9.22 µM]	7%[9.22 µM]
26	-6%	-8%
27	0%	-9%
28	-6%	-29%
29	2%	10%
30	3%	-2%
31	4%	12%
32	2%	4%

Rewritten with values under each structure: entries from further up.
Values in the order – Peg3 imprint | IkB sig inh | p53ts 32C kill | p53ts 39C tox
(30) CCC/C=C(\CCC)C(NC(=O)OCC(C)C)c1ccccc1 (stereo not drawn)
→ 1% | · | 3% | -2%
(31) CCOC(=O)C1CCCN(C(=O)Cn2nc(C)n3c(cc4c(OC)cccc43)c2=O)C1 (stereo not drawn)
→ -4%[10.9 µM] | ? | 4% | 12%
(32) Cc1nn(C)c(C)c1S(=O)(=O)N(CC(=O)NCc1ccco1)c1ccc(C(C)C)cc1
→ -15% | -0.2% | 2% | 4%

Sorted by heavy-atom count (ascending): part of the list above.
nr	Compound	Peg3 imprint	IkB sig inh
24	C[C@](N)(Cc1ccc(O)c(O)c1)C(=O)O	-15%&-19%	0.3%
26	c1ccc(-c2nc3ccccc3c3nncn23)cc1	·	-2.9%
25	CCN1C(=O)[C@H]2[C@H]3[C@H](O)[C@H](O)C/C(=N/OC)[C@@H]3CC[C@@H]2C1=O	·	·
30	CCC/C=C(\CCC)C(NC(=O)OCC(C)C)c1ccccc1 (stereo not drawn)	1%	·
27	CCN1CCN(c2nc3sc4c(c3c3ncnn23)CC(C)CC4)CC1 (stereo not drawn)	-8%	-5.1%
31	CCOC(=O)C1CCCN(C(=O)Cn2nc(C)n3c(cc4c(OC)cccc43)c2=O)C1 (stereo not drawn)	-4%[10.9 µM]	?

nr	p53ts 32C kill	p53ts 39C tox
24	6%	11%
26	-6%	-8%
25	4%[9.22 µM]	7%[9.22 µM]
30	3%	-2%
27	0%	-9%
31	4%	12%

New compounds follow:
nr	Compound	Peg3 imprint	IkB sig inh
33	CCCCN(CCCC)C(=O)CSc1nnc2n(C)c(=O)c3c4c(sc3n12)CCCC4	·	·
34	O=C(O)C1CSC(c2ccncc2)N1 (stereo not drawn)	-9%	0.2%
35	Cn1ccc2c(OCC(=O)NCc3ccccc3Cl)cccc2c1=O	-7%[10.9 µM]	?
36	CCc1ccc(CNC(=O)c2ccc(CS(=O)(=O)Cc3ccccc3C)o2)cc1	-13%[10.9 µM]	0.7%
37	CN(C)CN1C(=O)S/C(=C2/C(=O)N(CN(C)C)c3ccccc32)C1=O	-6%[10.9 µM]	2.8%[11.4 µM]
38	CC1C(=O)Nc2ccc(S(=O)(=O)NCc3ccc(N(C)C)cc3)cc2NC1=O (stereo not drawn)	-9%[10.9 µM]	?
39	COc1ccc(NC(=O)C2C(=O)N(CCO)C3(C)CC2c2ccccc2O3)cc1 (stereo not drawn)	-9%	?
40	CN1c2ccccc2C(C)(C)C12C=Cc1cc(O)ccc1O2 (stereo not drawn)	-22%	10.0%

nr	p53ts 32C kill	p53ts 39C tox
33	-9%	14%
34	5%	-7%
35	10%	-13%
36	15%	-23%
37	-1%[9.22 µM]	5%[9.22 µM]
38	7%	-23%
39	1%	-2%
40	14%	41%[activator]

Going on with the list.
nr	Compound	Peg3 imprint	IkB sig inh
41	Nc1nccc(Nc2ccc(S(N)(=O)=O)cc2)n1	15%[10.9 µM]	-0.4%[11.4 µM]
42	CC(C)CNC(=O)c1cccc(Cn2cc(Cl)cn2)c1	-2%	-1.8%
43	CN(C)c1ncc2nc(-c3ccc(F)cc3)c(=O)n(CCc3ccccc3)c2n1	2%	2.0%[11.4 µM]
44	O=C(O)CCN1C(=O)c2ccncc2C1=O	1%	1.8%
45	COc1ccc(OCCN(C)Cc2ccccc2)cc1	-6%	-3.7%
46	COc1ccc(NC(=O)c2sc3nc(C(F)(F)F)cc(C)c3c2N)cc1OC	4%[10.9 µM]	1.3%
47	CC(=O)NC(CCS(C)(=O)=O)C(=O)Nc1ccc(Oc2ccccc2)cc1 (stereo not drawn)	-10%	-0.8%
48	Cc1ccc(Cl)cc1N1CCN(C(=O)CN2C(=O)CSc3c2c(C)nn3-c2ccccc2)CC1	-5%[10.9 µM]	?

nr	p53ts 32C kill	p53ts 39C tox
41	3%[9.22 µM]	-19%[9.22 µM]
42	3%	-1%
43	16%	5%
44	-6%	5%
45	-8%	-2%
46	0%	9%
47	-4%	0%
48	-6%	-22%

(continued)
nr	Compound	Peg3 imprint	IkB sig inh
49	CCc1nn(CC(=O)NCCc2ccc(OC)cc2OC)c(=O)c2cc3sccc3n12	17%[10.9 µM]	14%
50	O=C(COc1ccccc1)N(Cc1cccnc1)c1nc2c(F)cccc2s1	-6%[10.9 µM]	2.2%
51	CCc1ccc(NS(=O)(=O)c2cc(Br)cc3c2N(C(C)=O)CC3)cc1	-14%[10.9 µM]	6.1%
52	O=C(O)C1CCCCC1C(=O)NCCc1ccccc1 (stereo not drawn)	6%	1.3%
53	CC1CCN(S(=O)(=O)c2ccc3c(c2)N(CC(=O)NC(C)c2ccccc2)C(=O)CS3)CC1 (stereo not drawn)	-12%[10.9 µM]	?
54	COc1ccccc1NS(=O)(=O)c1cc([N+](=O)[O-])ccc1N/N=C/c1sc(N2CCOCC2)nc1-c1ccccc1	·	·
55	CCOc1cc(C(=O)OCC(=O)c2c(C)[nH]c3ccccc23)ccc1OCC(=O)N1CCOCC1	-12%	?
56	Cc1cc(Cl)ccc1NC(=O)CCCn1nc(C)c2c(C)n(-c3ccccc3)nc2c1=O	13%[10.9 µM]	7.4%

nr	p53ts 32C kill	p53ts 39C tox
49	16%	-10%
50	-4%	-9%
51	-2%	?
52	-4%	12%
53	-6%	-15%
54	5%	16%
55	0%	-8%
56	8%	?

Further records follow:
nr	Compound	Peg3 imprint	IkB sig inh
57	CCc1ccc(CNc2ncnc3onc(-c4ccc(Cl)cc4)c23)cc1	-12%[10.9 µM]	0.8%
58	CC(=O)N1CCN(C(=O)CNc2cc(C(F)(F)F)ccc2OCC(F)(F)F)CC1	-5%	-0.1%
59	N#Cc1cccc(NC(=O)COc2ccc(-n3ccnc3)cc2)c1	-17%	?
60	Cc1nnc2ccc(Oc3ccc(-c4ccccc4)cc3)nn12	-15%	-1.2%
61	CC(C)NC(=O)N1CC[C@@]2(CCCN(C(=O)c3cc(C(F)(F)F)cc(C(F)(F)F)c3)C2)C1	·	0.6%[11.4 µM]
62	COc1ccc(CNC(=O)CCc2c(C)nn(-c3ccc(N4CCOCC4)nn3)c2C)cc1	9%[10.9 µM]	-0.3%
63	CC(=O)c1cccc(NC(=O)Cn2c(=O)oc3cc(S(=O)(=O)NCc4ccccc4)ccc32)c1	12%[10.9 µM]	-0.5%
64	CCc1ccc(C(=O)NC(Cc2c[nH]c3ccccc23)C(=O)OCC(=O)c2ccc(Br)cc2)cc1 (stereo not drawn)	-10%[10.9 µM]	?
65	Cc1onc(-c2ccccc2)c1C(=O)Nc1ccnn1C1CCCCC1	-11%	1.7%

nr	p53ts 32C kill	p53ts 39C tox
57	5%	-21%
58	6%	-7%
59	6%	-7%
60	5%	6%
61	-4%	3%
62	-5%	-26%
63	16%	-5%
64	9%	-11%
65	-2%	-8%

Bioassay records as filed in PubChem.
